# Source: PubChem
# GAA850 FXN act: frataxin GAA850 promoter activation. actives 0.56% (n = 360,000). activation, % at 6 µM. HEK293 lucGAA850 FXN promoter luciferase reporter, 24 h; percent of 10 µM SAHA response;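 active = activation above the average of all compounds screened plus 3 SD, cutoff fixed separately per campaign, cut at about 7.5% in these data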;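 note: 0% = DMSO wells and 100% = 10 µM SAHA wells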
# hgDAF-12 ag: activates the H. glycines DAF-12 receptor ligand-binding domain. HEK293 GAL4-hgDAF12 UAS-luciferase reporter, agonist luminescence; normalized to butyrate control. activation, % at 6.8 µM. actives 1.8% (n = 370,000);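 active = activation above a cutoff set at the mean of all screened compounds plus 3 SD, cut at about 10% in these data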;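 note: 0% = DMSO wells and 100% = sodium butyrate wells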
# ADAM17 inh: inhibits human ADAM17; recombinant ADAM17, EDANS/DABCYL FRET peptide cleavage; inhibition, % at 6.95 µM; actives 0.83% (n = 370,000);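 active = inhibition above the mean of compounds lying between control limits plus 3 SD, set per campaign, cut at about 8.5% in these data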;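 note: 0% = DMSO-only wells as the low control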
# DAX1 inh-1: inhibitors of DAX1 repression of SF-1 activated StAR promoter; HEK293T StAR-luciferase reporter, SF-1/DAX-1 repression relief; inhibition, % at 6.8 µM; actives 1.1% (n = 370,000); AID 652010;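 active = inhibition above the mean over all tested compounds plus 3 SD, cut at about 3.6% in these data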;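 note: 0% = DAX-1 cells with DMSO and 100% = cells lacking DAX-1 with DMSO; higher inhibition means more luminescence from relief of DAX-1 repression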
# PG9 binder: binds the HIV-1 gp120 antibody PG9. inhibition, % at 6.7 µM. actives 0.43% (n = 360,000). TR-FRET gp120-PG9 antibody binding. AID 624416; in the data active = inhibition above about 8.5%
# NPR1 activator: GC-A (human) enzyme activation; HEK293 GC-A cells, cGMP TR-FRET, EC30 ANP; 0% at EC30 ANP, 100% saturating ANP; activation, % at 10 µM; actives 0.14% (n = 370,000); AID 1671463; in the data active = activation above about 40%
# ssDAF-12 act: activators of S. stercoralis DAF-12 nuclear receptor; HEK293 ssDAF-12/GRIP1 lit1-tk-luc reporter, luminescence; % of 3 µM dafachronic acid response; activation, % at 6.8 µM; actives 1% (n = 370,000);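 active = activation above the mean over all tested compounds plus 3 SD, cut at about 0.9% in these data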;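 note: 0% = DMSO-only wells and 100% = 3 µM delta7-dafachronic acid wells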
# hcDAF-12 act: activators of H. contortus DAF-12 nuclear receptor | AID 652067 | HEK293 hcDAF-12 lit1-tk-luc reporter, luminescence; 0% DMSO, 100% Δ7-dafachronic acid | actives 1.4% (n = 370,000) | activation, % at 6.8 µM;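 active = activation above the mean of all tested compounds plus 3 SD, cut at about 5.5% in these data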;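 note: 100% = response to 3 µM Δ7-dafachronic acid high control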
# DAX1 inh-2: inhibits human nuclear receptor DAX1 | inhibition, % at 6.75 µM | AID 504766 | HEK293 Gal4-DAX1 luciferase reporter, luminescence | actives 0.99% (n = 340,000) | P51843;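 active = inhibition above the mean over all tested compounds plus 3 SD, cut at about 4.2% in these data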;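 note: 0% = DAX1-transfected cells with DMSO and 100% = empty-vector control cells with DMSO; inhibition shows as a rise in luminescence from relieved DAX1 repression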
# Target sequence (P51843 207-470 limits assumed): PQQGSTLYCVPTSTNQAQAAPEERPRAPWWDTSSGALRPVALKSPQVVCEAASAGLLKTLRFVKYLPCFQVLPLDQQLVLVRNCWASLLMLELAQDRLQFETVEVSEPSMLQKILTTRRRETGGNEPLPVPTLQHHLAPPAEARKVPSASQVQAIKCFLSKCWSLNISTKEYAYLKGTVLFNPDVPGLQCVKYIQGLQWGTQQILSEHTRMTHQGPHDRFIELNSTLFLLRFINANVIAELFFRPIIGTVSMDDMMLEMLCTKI
# ADAM10 inh: inhibits human ADAM10. O14672. inhibition, % at 7 µM. actives 0.62% (n = 370,000). recombinant ADAM10, EDANS/DABCYL FRET peptide cleavage, 3 h;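 active = inhibition above a per-campaign cutoff equal to the mean of compounds falling between control-based bounds plus 3 SD, cut at about 20% in these data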;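 note: 0% = DMSO wells while the 100% control is not disclosed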
# Target sequence (O14672 214-748 limits assumed): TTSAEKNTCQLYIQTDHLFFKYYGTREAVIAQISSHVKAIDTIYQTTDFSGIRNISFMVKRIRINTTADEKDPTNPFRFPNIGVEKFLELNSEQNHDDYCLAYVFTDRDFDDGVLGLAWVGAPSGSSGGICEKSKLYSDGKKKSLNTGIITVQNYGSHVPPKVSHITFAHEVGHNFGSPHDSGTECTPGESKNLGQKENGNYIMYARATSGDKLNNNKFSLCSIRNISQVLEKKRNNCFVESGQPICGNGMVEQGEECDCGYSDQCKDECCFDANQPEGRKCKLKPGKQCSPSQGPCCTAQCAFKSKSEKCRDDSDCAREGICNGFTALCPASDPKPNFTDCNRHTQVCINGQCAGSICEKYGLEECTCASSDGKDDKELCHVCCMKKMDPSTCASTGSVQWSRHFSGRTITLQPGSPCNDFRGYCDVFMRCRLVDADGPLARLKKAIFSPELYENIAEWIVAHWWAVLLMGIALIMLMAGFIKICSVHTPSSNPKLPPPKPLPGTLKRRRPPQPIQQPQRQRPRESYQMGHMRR
# SMARCA2 activ: activators of SMARCA2 function. actives 1% (n = 370,000). MG213 cells, MMTV-luciferase reporter, dexamethasone, overnight. activation, % at 9.1 µM. AID 652017; in the data active = activation above about 7.8%;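 note: 0% = vehicle wells and 100% = reference activator wells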
# * hit, by the source's call; i = inactive; nt = not tested or not shown.
SMILES,GAA850 FXN act,hgDAF-12 ag,ADAM17 inh,DAX1 inh-1,PG9 binder,NPR1 activator,ssDAF-12 act,hcDAF-12 act,DAX1 inh-2,ADAM10 inh,SMARCA2 activ
CC(C)(C)C(=O)CSc1ncnc2c1cnn2-c1ccccc1,1.7,1.6,-1,0.2,1.2,-2,0.3,4.7,nt,-5,5
C=CCNC(N)=S,2.6,0.8,-4,0.1,-4.5,0,-0.6,-2.5,0.7,9,3
Clc1cccc(OCCCn2ccnc2)c1,1.1,3.4,1,0.2,-0.4,1,-0.9,0.6,-0.1,5,-2
Cc1ccc(/C=C/C(=O)NC2CCS(=O)(=O)C2)cc1 (configuration not stated),0.4,0.3,-3,0.3,1.0,1,-1.6,0.6,0.6,-6,-2
O=C(COc1cccc(C(F)(F)F)c1)Nc1ccc(S(=O)(=O)N2CCCCC2)cc1,4.0,0.1,7,-1.8,-2.2,-2,-0.8,-1.2,-2.5,12,3
Oc1c(Cl)cc(Cl)c2cccnc12,-0.9,0.1,1,-0.3,-1.2,11,-0.7,3.2,-0.6,6,2
COc1ccc(/C=N/NC(=O)Cn2nc([N+](=O)[O-])cc2C)c(OC)c1OC,2.4,0.1,-4,0.2,0.6,-2,-1.6,-1.3,0.8,-8,-3
COc1ccc(S(=O)(=O)N2CCCCC2)cc1NC(=O)c1cccnc1SC,0.3,-3.8,-2,-0.1,-0.8,2,-1.7,-1.7,1.1,-3,-1
COc1ccc(N2C(=O)CC(Sc3ncn[nH]3)C2=O)c(OC)c1 (configuration not stated),-4.9,2.0,0,0.6,-3.0,0,-0.3,0.0,-0.1,-4,3
O=c1c2ccccc2nc2ccc(N3CCOCC3)nn12,3.1,6.0,-4,0.4,-1.3,2,-0.7,1.9,1.2,-7,1
CCc1nccn1S(=O)(=O)c1ccc2ccc(C)cc2c1,-0.2,-0.3,0,0.0,-2.0,1,-0.8,0.5,0.6,1,2
CC(C)NC(=O)NC(=O)COC(=O)c1cc[n+]([O-])cc1,0.4,-0.1,-3,-0.5,-0.3,4,-1.7,0.5,0.5,-6,-2
COc1ccc(C2CC(c3cccs3)=NN2c2ccc(C=O)cc2)cc1 (configuration not stated),nt,2.5,-35,-1.0,-0.7,10,-0.3,-0.3,nt,-118,-3
COc1ccc(COc2cc(-c3cccc(OC)c3)nc3ccc(NC(C)=O)cc23)cc1,1.3,0.4,i,-0.6,0.0,54*,-1.3,0.1,-1.0,i,2
CC(C)CNC(=O)NC1C(NC(=O)NCC(C)C)N(C)C(=O)N1C (configuration not stated),-0.3,1.6,-3,0.7,-0.8,1,-1.5,-1.9,0.8,0,1
O=C(N/C(=C/c1ccc(Br)cc1)C(=O)N1CCCC1=O)c1ccco1,4.3,-5.2,0,-1.1,-3.0,-1,-2.4,-2.0,-1.7,0,4
Cc1ccc(C(=O)N/N=C\c2cccc(OC(=O)c3cccc(F)c3)c2)cn1,-1.3,2.0,-2,0.3,-3.6,-6,-1.0,0.6,1.6,7,4
CCC(=O)N1CCN(c2cc3c(cc2F)c(=O)c(C(=O)O)cn3CC)CC1,0.5,-0.2,-28,-0.6,0.4,3,0.4,-2.1,-0.7,-90,0
CNC(=O)CC1C(=O)N(Cc2ccccc2)C(=S)N1NC(=O)c1cccc(F)c1 (configuration not stated),1.7,2.5,0,0.2,-2.1,3,1.2*,-2.7,-1.2,2,-1
CC(C)n1nnnc1SCC(=O)c1c(N)n(C2CC2)c(=O)[nH]c1=O,0.8,0.5,-2,-0.7,-0.3,4,-1.0,0.9,0.6,-8,-1
O=C(O)CC/C(=C\c1ccc2c(c1)OCO2)c1nc2ccccc2s1,0.4,-2.5,-10,-0.4,-0.4,-6,-0.6,0.1,1.0,-29,-2
CN1CCN(C(=O)CN(c2cccc(Cl)c2)S(=O)(=O)c2ccccc2)CC1,-0.4,1.6,-2,-0.4,-0.8,-1,-1.1,-1.0,0.5,4,1
COCCSc1nc(N)c(NC(=O)c2ccc(OC)cc2)c(=O)[nH]1,1.5,-1.8,-2,0.2,0.8,-3,-1.7,-1.1,2.3,-7,-1
CCC(=O)Nc1ccccc1C(=O)NC1CCCCC1,1.8,1.2,-5,-0.1,0.7,0,-1.2,-1.4,-0.1,1,-5
COc1ccccc1OCc1nc(C#N)c(N2CCCC2)o1,2.0,2.3,-1,0.7,1.5,-2,-2.3,0.0,-0.3,3,-4
O=C(NNC(=O)C1CCCCC1)C(=O)NC1CCCCC1,-3.0,0.0,-2,-0.2,-0.4,4,-1.2,-1.2,0.5,3,0
CN(C(=O)CSc1nnc2n1CCCCC2)C1(C#N)CCCCC1,0.1,1.4,-3,0.0,2.1,2,-0.3,-0.4,-1.0,-23,-2
CCOC(=O)Cc1c(-c2cccc(Br)c2)nc2c3ccccc3ccn12,nt,4.5,-26,-1.6,1.7,0,1.4*,6.1*,nt,-81,1
O=C1CCN(C2CCN(Cc3nc(Cc4ccccc4F)no3)CC2)CCN1,1.0,0.3,-3,0.3,0.8,7,-0.8,-1.2,1.2,0,-2
CCCNC(=O)C1(C)CCN(C(=O)c2ccc(C)c(F)c2)C1 (configuration not stated),-1.9,-1.2,2,-1.4,0.8,3,-1.4,-1.7,nt,-11,-4
CC1C(C(=O)Nc2ccccc2)CCCC1(C)C(=O)O (configuration not stated),-0.7,-1.3,-2,-0.1,-2.2,-1,-1.5,-1.2,0.1,8,5
CN(C)N=Nc1nc[nH]c1C(N)=O,1.3,-1.4,-6,0.2,-1.8,2,-1.2,-0.8,-0.3,-4,-2
CCOC(=O)C1=C(O)/C(=C\c2cc(C)n(-c3ccc(F)cc3)c2C)N=C1C,3.0,-0.9,-8,0.1,-2.6,-1,0.3,-0.6,0.2,-20,-3
COc1ccc(-c2ccc(-c3noc(C)n3)c(OC)n2)cc1,1.9,6.3,-106,1.6,-4.6,1,-0.7,-0.4,2.7,-375,6
O=C(Cc1ccccc1[N+](=O)[O-])NCc1ccc(Cl)cc1Cl,4.3,12*,-2,3.4,2.4,1,0.8,4.1,0.9,-5,2
CCOC(=O)C(NC(=O)Nc1cccc(C)n1)(OCC(F)(F)F)C(F)(F)F (configuration not stated),0.0,0.8,1,-0.3,-0.3,-3,-1.4,-2.3,-0.7,-1,-2
CCOc1ccc(N2CC(C(=O)N3CCCCC3)CC2=O)cc1 (configuration not stated),-0.9,2.5,-5,-0.3,-1.4,4,-0.9,0.5,-1.0,0,-1
Oc1ccccc1CNc1cccc2cccnc12,-0.1,-2.2,-11,-0.9,-2.9,-1,-1.5,0.5,-0.1,-13,1
CSc1nc(-c2ccc(Cl)cc2)nn1S(=O)(=O)c1ccc(Cl)cc1,2.6,5.5,7,1.5,0.9,0,-0.2,0.1,0.8,8,5
COc1ccc2c(c1OC)C(=O)N1C2SC(C)(C)[C@H]1C(=O)NC1CC1 (some centres not stated),0.7,-2.6,-1,-0.1,-1.0,3,-1.3,-1.9,2.6,-36,0
O=C(NCCc1ccccc1)c1cccc(NC(=O)C2CCC2)c1,-0.3,10,-4,3.2,1.1,0,-0.3,1.6,0.1,-10,2
Fc1cc(F)nc(NCc2ccccc2)n1,-0.7,-1.2,-3,0.0,0.1,0,-1.4,-1.7,1.6,-1,-3
Cc1cc(NC(=O)CSc2ncccc2C(=O)O)no1,-0.8,0.9,-1,0.3,-1.7,2,-1.5,-0.5,1.9,-1,0
CC1CCCN(S(=O)(=O)c2ccc3c(c2)c(=O)nc2ccccn23)C1 (configuration not stated),1.0,2.4,-289,-0.3,0.3,5,-1.1,0.3,2.4,i,-4
O=C(CCNC(=O)c1ccccc1)Nc1ccc(S(=O)(=O)Nc2ncccn2)cc1,-2.5,1.1,-7,-0.4,0.8,-2,-1.0,-1.1,0.6,-7,-2
CN(C)CCCNc1nc2cc(-c3ccccc3CO)sc2c(=O)n1C,-0.1,1.4,1,-1.2,-1.8,3,-1.4,-1.5,nt,-12,4
COCCCN(C(=O)c1ccco1)c1nc(-c2cc(OC)ccc2OC)cs1,-1.8,-0.8,1,-0.2,-1.2,-3,-1.2,1.1,0.3,8,-2
CC(C)C(=O)Nc1cccc(C(=O)OCC(=O)c2ccc(Cl)cc2Cl)c1,1.6,-1.1,-2,-0.4,53*,59*,-0.9,-0.4,1.7,11,0
O=C(O)CC12CC3CC(C1)CC(n1cncn1)(C3)C2,-1.3,-5.5,-1,0.0,-1.1,2,-0.8,0.0,-1.0,-1,-4
O=C(O)CCC(=O)Nc1nc(-c2ccccc2)cs1,-0.6,-1.0,0,-0.2,-0.2,-4,-0.1,-1.4,-0.9,4,2
O=C(Oc1cccc(-n2cnnn2)c1)c1ccccc1Cl,-0.8,-1.0,-4,-0.7,-0.1,12,-0.9,0.5,-0.7,2,0
S=c1[nH]nc(-c2ccccc2)n1C1C=CCCC1 (configuration not stated),3.1,-0.7,1,0.1,4.3,3,-0.8,-0.9,1.6,9,-2
COC(=O)c1cc(=O)n(Cc2cccs2)c(=NCc2cccs2)s1,0.6,-2.0,-2,-0.5,-1.7,-6,-1.3,-0.1,1.1,2,1
C=CCOc1ccccc1C1NC(=O)NC(C)=C1C(=O)NCc1ccccc1 (configuration not stated),0.7,3.1,-4,-1.4,-0.7,-1,-1.1,-0.1,1.5,-7,-1
CSc1ccc(C(=O)C2CCCN(C(=O)c3cccc(N4CCOCC4)c3)C2)cc1 (configuration not stated),-0.5,-5.3,-5,-1.4,-0.5,-5,-1.3,-2.6,3.1,4,-2
COc1ccc(NC(=O)c2ccc(COc3ccccc3Br)o2)c(OC)c1,0.2,-0.4,4,0.0,-0.4,2,-1.0,0.0,nt,15,-3
CNC(=O)c1[nH]cnc1C(=O)N[C@@H](C)C(=O)OCc1ccccc1,-0.9,0.6,-3,0.6,-0.9,1,-1.1,-0.5,0.1,-5,0
COc1ccc(Cc2nc3ccc(C(=O)NC(C)Cc4ncccc4C)cc3o2)cc1OC (configuration not stated),-0.3,-3.5,2,-5.1,-0.4,-1,-1.4,-0.3,-1.2,-8,0
CC(C)NC(=O)N(C)C[C@H]1Oc2c(NS(=O)(=O)c3cn(C)cn3)cccc2C(=O)N([C@H](C)CO)C[C@@H]1C,1.0,-2.5,-2,0.1,-1.7,3,-0.9,-0.3,2.7,-4,-1
Cc1ccc(C)n1-c1c(C(=O)NN)cnn1-c1ccccc1,-0.7,-4.6,5,-0.1,-1.2,1,-1.9,-0.7,0.2,-8,-4

# Whole records as entered above. Values in the order: GAA850 FXN act	hgDAF-12 ag	ADAM17 inh	DAX1 inh-1	PG9 binder	NPR1 activator	ssDAF-12 act	hcDAF-12 act	DAX1 inh-2	ADAM10 inh	SMARCA2 activ
# Results for CC(C)NC(=O)N(C)C[C@H]1Oc2c(NS(=O)(=O)c3cn(C)cn3)cccc2C(=O)N([C@H](C)CO)C[C@@H]1C = 1.0	-2.5	-2	0.1	-1.7	3	-0.9	-0.3	2.7	-4	-1
# Results for Fc1cc(F)nc(NCc2ccccc2)n1 = -0.7	-1.2	-3	0.0	0.1	0	-1.4	-1.7	1.6	-1	-3
